Assay outcomes as filed in PubChem BioAssay.
APJ ag: activates the human apelin receptor APJ | P35414 | CHO-K1 APJ PathHunter beta-arrestin, luminescence; 0% DMSO wells, 100% apelin | activation, % at 20 µM | actives 0.11% (n = 330,000);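 active = activation more than six SD over the plate average, tested at 20 µM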;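 note: 0% = DMSO alone and 100% = apelin-13 at 10 nM; some results filed as inactive read as strong as hits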
Target sequence (P35414 whole entry, looked up): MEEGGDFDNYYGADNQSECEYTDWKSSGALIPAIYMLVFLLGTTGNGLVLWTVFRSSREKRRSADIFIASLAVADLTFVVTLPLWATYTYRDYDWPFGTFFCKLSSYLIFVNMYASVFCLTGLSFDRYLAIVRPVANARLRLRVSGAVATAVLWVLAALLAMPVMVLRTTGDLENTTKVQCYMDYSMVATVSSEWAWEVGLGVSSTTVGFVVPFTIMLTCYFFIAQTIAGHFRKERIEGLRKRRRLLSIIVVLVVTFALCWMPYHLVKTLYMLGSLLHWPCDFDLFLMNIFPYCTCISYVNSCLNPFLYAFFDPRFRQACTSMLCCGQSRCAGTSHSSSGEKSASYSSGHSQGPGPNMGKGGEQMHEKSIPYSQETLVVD
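Incubation: overnight seeding, 90 min compound at 25 °C, 1 h detection; test system: PathHunter CHO-K1 APJ (AGTRL-1) beta-arrestin reporter cells; amount: 1000 cells/well; doses: one dose, 20 µM compound, 1% DMSO; measured by: beta-gal luminescence; measure: agonist-driven arrestin binding to APJ; benchmarks: negative DMSO alone, positive Apelin-13 at 10 nM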
NLRP3 yeast inh: blocks the NALP3 inflammasome reconstituted in yeast; inhibition, % at 10 µM; Yeast reconstituted NLRP3/ASC/caspase-1, beta-gal luminescence, 24 h; actives 0.39% (n = 330,000);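 active = inhibition of 50% or more; inactive = inhibition below 50%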;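 note: plate controls were induced DMSO wells for no effect and uninduced yeast grown without galactose for full effect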
GRIN3A LBD mod: NR3A (human) ligand-binding domain modulation | NR3A LBD differential scanning fluorimetry, Tm shift; 0% = protein alone, 100% = glycine-bound protein | Tm shift relative to glycine control, % at 25 µM | actives 2.5% (n = 340,000);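 active = melting temperature shift of at least 10% of the positive control shift, at one fixed dose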
beta cell repl: inducers of beta-cell replication in MIN6 cells; MIN6 cells proliferation, ATPlite luminescence, 48 h; cells starved in 0.2% serum; 100% = growth in 10% serum; proliferation, % at 10 µM; actives 0.29% (n = 330,000);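 active = compounds whose signal lies at least 3.5 SD above the mean of all wells on their plate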;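 note: 0% = DMSO-treated cells in low-serum medium and 100% = 10% serum control; some compounds called inactive have numbers as strong as hits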
APJ antagonist: APJ receptor antagonism; P35414; CHO-K1 APJ beta-arrestin complementation, luminescence; inhibition, % at 20 µM; actives 0.32% (n = 330,000); AID 2521;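 active = inhibition above about 40% at 20 µM, limit read from the data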;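 note: cells challenged with 10 nM apelin-13 agonist together with compound; plate controls were apelin-13 plus DMSO wells for no effect and DMSO wells lacking apelin-13 for full effect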
TIM10 inh: growth inhibitors of TIM10 yeast strain | S. cerevisiae TIM10 strain growth, BacTiter-Glo luminescence, 24 h | inhibition, % at 10 µM | actives 1.4% (n = 330,000) | AID 463195;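 active = inhibition of 40% or more at the single tested concentration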;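 note: wild-type TIM10 isogenic control strain grown at permissive 25 °C; 0% = DMSO yeast wells and 100% = minimal medium wells without yeast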
tim23-1 inh: inhibits growth of tim23-1 mutant yeast; S. cerevisiae tim23-1 growth, BacTiter-Glo luminescence, 24 h; inhibition, % at 20 µM; actives 1.3% (n = 330,000); AID 463212;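 active = growth inhibition of the mutant yeast at or above 50%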;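 note: temperature-sensitive mutant grown at 25 °C; plate controls were DMSO-treated mutant yeast for no effect and medium wells lacking yeast for full effect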
tim10-1 inh: inhibits growth of tim10-1 mutant yeast; S. cerevisiae tim10-1 ts strain growth, BacTiter-Glo, 24 h; inhibition, % at 20 µM; actives 2.2% (n = 330,000); AID 463190;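 active = inhibition of at least 40%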;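 note: mutant grown at 25 °C; 0% = DMSO wells with yeast and 100% = wells holding no yeast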
MPTP block: inhibitors of mitochondrial permeability transition pore. isolated mouse mitochondria, Ca2+ swelling absorbance, 30 min. inhibition, % at 10 µM. actives 1.4% (n = 360,000);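 active = inhibition of 50% or more, scaled per plate between neutral and stimulator controls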;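 note: 0% = DMSO wells given calcium and 100% = 1 mM EGTA wells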
The depositor's hits bear a star; . = no result given.

SMILES	APJ ag	NLRP3 yeast inh	GRIN3A LBD mod	beta cell repl	APJ antagonist	TIM10 inh	tim23-1 inh	tim10-1 inh	MPTP block
C/C(Cc1ccccc1)=N\NC(=O)CNC(=O)c1cccc(F)c1	-6	10	2	-1	0	-4	8	-7	-1.1
CCOP(=O)(OCC)c1nc(-c2ccc(Cl)cc2Cl)oc1N1CCCCC1	-1	13	-2	-5	3	32	50	37	1.5
COC(=O)[C@H]1C[C@@H]1[C@H](NC(=O)c1ccccc1)c1ccccc1	-6	0	-3	-2	3	8	0	16	-0.8
CCn1c(N)c(C(=O)N2CCOCC2)sc1=S	0	1	0	-5	-7	11	12	6	-5.2
Cc1cnc(C(=O)N2CCCC(C(=O)c3cccc(OC(C)C)c3)C2)cn1 (centres undefined)	-3	13	5	0	-5	-1	25	6	-0.2
Cc1cc(=O)oc2cc(OCCSCCN3CCOCC3)ccc12	-5	26	-1	1	13	-11	5	2	-1.5
CCn1cc(C(=O)O)c(=O)c2cnc(N3CCN(C(=S)Nc4ccc(F)cc4)CC3)nc21	-3	-13	0	-3	4	-10	-1	4	.
CN(CCC(=O)c1ccccc1)CCC(=O)c1ccccc1	-3	9	2	-5	-6	0	17	19	-1.1
COc1ccc(N2CCN(C(c3ccccc3)c3sc4nc(C)nn4c3O)CC2)cc1 (centres undefined)	-2	14	-2	1	-8	0	22	9	-1.5
O=C(CSc1nnc(-c2ccccc2)n1Cc1ccco1)Nc1ccc2c(c1)OCCO2	-4	-6	1	-2	-9	5	13	14	6.2
CN1CCN(C(=O)N2c3ccccc3C=Cc3ccccc32)CC1	-2	9	-1	1	5	1	25	10	-2.9
O=c1oc2ccccc2n1CSC1=NCCS1	-2	-14	8	0	18	11	20	22	-1.0

Not a retest: entries from further up.
SMILES	APJ ag	NLRP3 yeast inh	GRIN3A LBD mod	beta cell repl	APJ antagonist	TIM10 inh	tim23-1 inh	tim10-1 inh	MPTP block
C/C(Cc1ccccc1)=N\NC(=O)CNC(=O)c1cccc(F)c1	-6	10	2	-1	0	-4	8	-7	-1.1
CCOP(=O)(OCC)c1nc(-c2ccc(Cl)cc2Cl)oc1N1CCCCC1	-1	13	-2	-5	3	32	50	37	1.5

Going on with the list.
SMILES	APJ ag	NLRP3 yeast inh	GRIN3A LBD mod	beta cell repl	APJ antagonist	TIM10 inh	tim23-1 inh	tim10-1 inh	MPTP block
C=CCNc1nc(Cl)nc(Nc2ccccc2)n1	2	31	0	-2	11	13	21	16	0.2
CCCOC(=O)C1=C(C)NC(=O)NC1c1ccc(Br)s1 (centres undefined)	-2	2	-3	-1	-8	-3	2	-9	-1.3
C=CCOC(=O)C1=C[C@@H](c2ccc3c(c2)OCO3)C[C@@H](OCc2ccc(CO)cc2)O1	-5	20	0	-1	2	25	46	29	-0.4
CCOc1ccc2nc(SCC(=O)NCc3ccc(S(N)(=O)=O)cc3)sc2c1	-1	9	1	0	12	-4	5	7	-0.3
Cn1ncc2c(O/N=C(\N)c3ccc(C(C)(C)C)cc3)ncnc21	27*	54*	3	-4	-65	79*	55*	27	4.9
COc1ccc(CNCCNC(=O)c2cccs2)cc1OC	-3	0	-2	-2	-5	2	-2	12	-2.4
Cc1cc(C(=O)COC(=O)C2=NNC(=O)CC2)c(C)n1CCc1ccccc1	-5	10	0	-2	6	7	21	15	-4.6
COCCn1nnnc1CN1C2CCCC1CC(NC(C)=O)C2 (centres undefined)	-5	5	-1	-3	5	7	2	8	-1.2
CC(Nc1nc(N2CCN(S(C)(=O)=O)CC2)nc2ccccc12)c1ccccc1 (centres undefined)	-3	-2	-3	-3	13	8	9	6	-1.0
CC(C)(C)OC(=O)N1CC2Cc3[nH]c(=O)ccc3C(C2)C1 (centres undefined)	-1	-3	-2	0	2	11	16	-5	-0.1
COCCOC(=O)c1c(C)oc2ccc(OS(C)(=O)=O)cc12	-1	1	0	0	-9	0	10	-9	-0.9
CCOc1cc(/C=C2\C(=N)N3N=C(S(=O)(=O)CC)SC3=NC2=O)ccc1OC(=O)c1ccco1	-4	-6	1	-4	7	24	17	38	0.0
CC(CNC(=O)COc1ccc2c(c1)OCO2)c1ccccc1 (centres undefined)	-5	32	0	-5	-3	-8	27	-7	-1.8
O=C(Nc1ccc(F)cc1)N1CCN(CCc2ccccc2)CC1	6	31	1	-1	-6	21	16	-2	1.0
O=C(N/C=C\c1ccccc1)NCc1ccc(Cl)cc1Cl	-1	2	-6	-4	-21	9	7	17	3.5
C=CCSc1nc2ccccc2c(=O)[nH]1	0	-31	-1	5	10	1	6	17	1.7
COc1ccc(S(=O)(=O)N2CCC(NC(=O)C3CCCCC3)CC2)cc1	3	22	-1	10	-5	0	16	3	-0.9
Cc1cc(C)n(-c2nnc(C)n2/N=C/c2ccccc2F)n1	-4	15	-2	0	10	0	13	4	-3.5
O=C(c1ccc(F)cc1)c1cc2ccccc2o1	-1	9	-1	-4	15	-7	3	-3	0.0
CCc1cc2c(NCC3CCCO3)ncnc2s1 (centres undefined)	11	0	1	-1	5	-3	10	16	0.6
Cn1c(=O)cc(SCC(=O)NCc2ccc(F)cc2)c2ccccc21	-2	7	1	-3	4	-8	1	9	0.4
COc1ccccc1C1CC(c2ccc(F)cc2)Nc2ncnn21 (centres undefined)	-4	-4	0	-5	-3	8	18	12	0.6
COC(=O)c1cccc(NC(=O)Nc2ccc(Cl)c(Cl)c2)c1	0	6	43*	-6	-22	31	14	35	98*
CCN(CC)C(=O)C1CCCN(Cc2ccc(F)c(F)c2)C1 (centres undefined)	-2	-2	-1	-2	-5	4	13	-1	-0.4

18 structures from above, ordered by SMILES length, ascending.
SMILES	APJ ag	NLRP3 yeast inh	GRIN3A LBD mod	beta cell repl	APJ antagonist	TIM10 inh	tim23-1 inh	tim10-1 inh	MPTP block
C=CCSc1nc2ccccc2c(=O)[nH]1	0	-31	-1	5	10	1	6	17	1.7
O=C(c1ccc(F)cc1)c1cc2ccccc2o1	-1	9	-1	-4	15	-7	3	-3	0.0
COc1ccc(CNCCNC(=O)c2cccs2)cc1OC	-3	0	-2	-2	-5	2	-2	12	-2.4
COCCn1nnnc1CN1C2CCCC1CC(NC(C)=O)C2 (centres undefined)	-5	5	-1	-3	5	7	2	8	-1.2
O=C(N/C=C\c1ccccc1)NCc1ccc(Cl)cc1Cl	-1	2	-6	-4	-21	9	7	17	3.5
CC(CNC(=O)COc1ccc2c(c1)OCO2)c1ccccc1 (centres undefined)	-5	32	0	-5	-3	-8	27	-7	-1.8
O=C(Nc1ccc(F)cc1)N1CCN(CCc2ccccc2)CC1	6	31	1	-1	-6	21	16	-2	1.0
Cc1cc(C)n(-c2nnc(C)n2/N=C/c2ccccc2F)n1	-4	15	-2	0	10	0	13	4	-3.5
COCCOC(=O)c1c(C)oc2ccc(OS(C)(=O)=O)cc12	-1	1	0	0	-9	0	10	-9	-0.9
COC(=O)c1cccc(NC(=O)Nc2ccc(Cl)c(Cl)c2)c1	0	6	43*	-6	-22	31	14	35	98*
Cn1c(=O)cc(SCC(=O)NCc2ccc(F)cc2)c2ccccc21	-2	7	1	-3	4	-8	1	9	0.4
CC(C)(C)OC(=O)N1CC2Cc3[nH]c(=O)ccc3C(C2)C1 (centres undefined)	-1	-3	-2	0	2	11	16	-5	-0.1
Cn1ncc2c(O/N=C(\N)c3ccc(C(C)(C)C)cc3)ncnc21	27*	54*	3	-4	-65	79*	55*	27	4.9
COc1ccc(S(=O)(=O)N2CCC(NC(=O)C3CCCCC3)CC2)cc1	3	22	-1	10	-5	0	16	3	-0.9
CCOc1ccc2nc(SCC(=O)NCc3ccc(S(N)(=O)=O)cc3)sc2c1	-1	9	1	0	12	-4	5	7	-0.3
Cc1cc(C(=O)COC(=O)C2=NNC(=O)CC2)c(C)n1CCc1ccccc1	-5	10	0	-2	6	7	21	15	-4.6
CC(Nc1nc(N2CCN(S(C)(=O)=O)CC2)nc2ccccc12)c1ccccc1 (centres undefined)	-3	-2	-3	-3	13	8	9	6	-1.0
CCOc1cc(/C=C2\C(=N)N3N=C(S(=O)(=O)CC)SC3=NC2=O)ccc1OC(=O)c1ccco1	-4	-6	1	-4	7	24	17	38	0.0

Additional compounds:
SMILES	APJ ag	NLRP3 yeast inh	GRIN3A LBD mod	beta cell repl	APJ antagonist	TIM10 inh	tim23-1 inh	tim10-1 inh	MPTP block
O=C1CCC/C(=N\NC(=O)NC2CCCCC2)C1	-3	-4	-2	0	-22	-8	6	16	-4.7
Cc1cccc(-n2ccnc2SCC(=O)Nc2ccc3c(c2)OCCO3)c1	2	8	1	-1	9	14	44	28	-5.4
O=C(N/N=C/C=C\c1ccccc1[N+](=O)[O-])c1ccccn1	-2	-3	-2	-1	1	10	11	10	1.3
Cc1c(CC(=O)NCC(=O)N[C@H](Cc2ccccc2)C(=O)O)c(=O)oc2cc(O)ccc12	-2	-5	0	1	-17	-1	-3	-20	1.3
CCn1cc(C(=O)NN)c(=O)c2cc(F)c(N3CCN(C)CC3)cc21	-3	11	0	0	11	0	6	4	-0.2
Cn1c(=NC(=O)C2CC2)sc2cccc(F)c21	-5	19	2	-4	4	-16	1	15	-0.8
O=C(Nc1cccc([N+](=O)[O-])c1)c1cc(S(=O)(=O)N2CCOCC2)cs1	-4	0	22*	4	-13	6	10	16	-0.7
Cc1noc(C)c1CSCC(=O)Nc1cc(S(=O)(=O)N2CCCCC2)ccc1OC(C)C	-1	16	2	4	-3	7	20	11	-1.2
Cc1cc(S(=O)(=O)N(Cc2ccc3c(c2)OCO3)CC2CCCO2)ccc1-n1cnnn1 (centres undefined)	-2	16	21*	4	10	7	26	20	0.1
C[C@@H]1NS(=O)(=O)[C@H]2C[C@@H]3C=C[C@]2(O3)[C@H]1OC(=O)c1ccc(C(C)(C)C)cc1	1	10	0	-1	3	3	8	5	0.3
O=C(Nc1nccs1)c1sc2cc(Cl)ccc2c1Cl	-6	8	1	-4	31	1	1	26	9.5
S=C(NCCc1ccccc1)N/N=C/C1CCCCC1	3	14	.	-5	10	35	43	36	.
CCOc1cc(S(=O)(=O)NCc2ccccn2)ccc1Cl	-5	14	0	-2	17	0	17	11	-0.5
CCNc1nc(NC(C)C)nc(OCCOC(=O)c2ccccc2)n1	-1	-3	0	-1	2	12	30	23	-0.5
